Assay outcomes deposited in PubChem BioAssay by National Center for Advancing Translational Sciences (NCATS).
TDP1 inh – qHTS Assay for Inhibitors of Tyrosyl-DNA Phosphodiesterase (TDP1); Potency, µM (titrated, usually from 130 µM), for the others: at the highest dose activity change, negative = inhibition, actives largely listed as inhibitors; AID 485290, 2010; recombinant TDP1, AlphaScreen DNA substrate cleavage; Tyrosyl-DNA phosphodiesterase 1 (Homo sapiens), Q9NUW8; 350,000 compounds, 0.28% hits; also: nearly all actives have a fitted effect of over 40% in size
Target sequence (Q9NUW8 whole entry, looked up): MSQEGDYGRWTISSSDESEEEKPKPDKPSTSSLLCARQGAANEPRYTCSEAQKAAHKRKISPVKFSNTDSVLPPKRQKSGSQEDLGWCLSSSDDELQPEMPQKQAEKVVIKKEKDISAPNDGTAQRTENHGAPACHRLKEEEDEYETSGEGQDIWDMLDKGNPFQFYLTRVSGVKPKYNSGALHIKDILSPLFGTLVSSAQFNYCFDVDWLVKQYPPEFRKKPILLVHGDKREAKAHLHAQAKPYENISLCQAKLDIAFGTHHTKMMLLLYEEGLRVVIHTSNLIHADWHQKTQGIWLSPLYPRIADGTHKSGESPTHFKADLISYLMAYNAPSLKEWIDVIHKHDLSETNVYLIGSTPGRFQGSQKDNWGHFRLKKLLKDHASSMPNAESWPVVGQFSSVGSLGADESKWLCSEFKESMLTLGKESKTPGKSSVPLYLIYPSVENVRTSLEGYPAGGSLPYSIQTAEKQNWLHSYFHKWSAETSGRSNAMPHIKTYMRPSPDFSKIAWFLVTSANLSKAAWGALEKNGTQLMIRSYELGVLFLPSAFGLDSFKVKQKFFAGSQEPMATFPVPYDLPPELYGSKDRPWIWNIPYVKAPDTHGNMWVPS
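Tdp1 1 nM final; 15 min RT w/ cpd; substrate 15 nM, 5 min; beads 10 ug/ml, 10 min; AlphaScreen read. Neg ctrl: no enzyme.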
DT40 TDP1 no CPT – qHTS for Inhibitors of human tyrosyl-DNA phosphodiesterase 1 (TDP1): qHTS in cells in absence of CPT; 420,000 compounds, 15% hits; Potency, µM (titrated, usually from 46.2 µM), for inactives: at the highest dose activity change, negative = growth inhibition, usual class: inhibitors; DT40 Tdp1-/- hTDP1 cells, no CPT, ATP luminescence, 48 h; also: nearly all actives have a fitted effect of over 55% in size
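Camptothecin absent (DMSO only). Human TDP1-complemented DT40 knockout cells, 400 cells/well, 37 °C for minimum 48 hr; ATP measured via CellTiter-Glo, 30 min dark incubation, luminescence.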
GCN5L2 inh – qHTS Assay for Inhibitors of GCN5L2; Histone acetyltransferase KAT2A (Homo sapiens), Q92830; GCN5L2 HAT assay, ThioGlo1 CoA-SH fluorescence; Potency, µM (highest dose often 58.9 µM), without a hit: top-dose activity change, negative = inhibition, most hits filed as inhibitors; 390,000 compounds, 0.21% hits
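Compounds, pin-transferred from DMSO stocks, meet 20nM GCN5L2 for 15 min before the reaction begins with H3(1-25) peptide (75uM) and acetyl-CoA (70uM). Thiol-reactive ThioGlo1 reports CoA release over 20 min at room temperature.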
* marks the source's active call; other numbers are inactive results; u = inconclusive; x = no result given; & = joins results of further samples. Calls follow the shape of the dose curve; as a rule, active = well fitted curve in the direction sought with a large enough effect; inconclusive = small, poorly fitted or top-dose-only effect, or another doubt; inactive = no such curve, though single readings can be large; an effect the other way counts as inactive or inconclusive. % is scaled to controls: 0 for no effect and ±100 for the full control effect; potency is read from the fitted curve at half-maximal effect. An excerpt (hit frequency here may not be typical).

1	CCOC(=O)CCCCCC(=O)Nc1ccc2c(c1)CC(=O)N([C@@H](C)CO)C[C@@H](C)[C@@H](CN(C)C(=O)Nc1ccc(C(F)(F)F)cc1)O2
2	CCOc1ccc(CCNC(=O)c2cc(=O)[nH]c3ccc(S(=O)(=O)N4CCCCC4C)cc23)cc1OCC (stereo unspecified)
3	CC(=O)c1ccc(NC(=O)c2nc(-c3ccccc3)n(-c3ccccc3Cl)n2)cc1
4	Cc1ccc(Nc2cc(C)nc3nnnn23)cc1
5	Cc1c(Nc2cc(=O)oc3ccccc23)c(=O)n(-c2ccccc2)n1C
6	Cc1ccc(NC(=O)c2ccccc2OCc2ccc([N+](=O)[O-])cc2)nc1
assay / compound | 1 | 2 | 3 | 4 | 5 | 6
DT40 TDP1 no CPT | u | u | 18.4µM* | -13.6% | 0.4% | -25.7%
GCN5L2 inh | -2.1% | -6.7% | -3.7% | -2.1% | -9.9% | -10.8%
TDP1 inh | -0.5% | 2.6% | 2.9% | 2.2% | 0.0% | -5.1%

Quoted at random: 3 compounds from above.
1	CCOC(=O)CCCCCC(=O)Nc1ccc2c(c1)CC(=O)N([C@@H](C)CO)C[C@@H](C)[C@@H](CN(C)C(=O)Nc1ccc(C(F)(F)F)cc1)O2
5	Cc1c(Nc2cc(=O)oc3ccccc23)c(=O)n(-c2ccccc2)n1C
2	CCOc1ccc(CCNC(=O)c2cc(=O)[nH]c3ccc(S(=O)(=O)N4CCCCC4C)cc23)cc1OCC (stereo unspecified)
assay / compound | 1 | 5 | 2
DT40 TDP1 no CPT | u | 0.4% | u
GCN5L2 inh | -2.1% | -9.9% | -6.7%
TDP1 inh | -0.5% | 0.0% | 2.6%

Continuation.
7	Cc1nn(CC(=O)c2cccc(Cl)c2)c(C)c1[N+](=O)[O-]
8	Cc1ccccc1-n1ncc(C(C)NC(=O)c2ccco2)c1C (stereo unspecified)
9	C/C(=N/NC(=O)c1cccs1)c1ccc(NC(=O)COc2ccc(Cl)cc2)cc1
10	CCC(CC)C(=O)Nc1ccc(Nc2ccccc2)cc1
11	Cc1cccc(N2C(=O)SC(N(C)c3ccccc3)C2=O)c1 (stereo unspecified)
12	Cc1nnc(NC(=O)c2ccc3ccccc3n2)s1
assay / compound | 7 | 8 | 9 | 10 | 11 | 12
DT40 TDP1 no CPT | -22.1% | -29.9% | -28.7% | u | -27.0% | u
GCN5L2 inh | -5.4% | -18.1% | -6.8% | -6.0% | -0.9% | -10.0%
TDP1 inh | 2.4% | 0.0% | 3.2% | 3.5% | -7.1% | 0.0%

13	O=C(C1=C(O)C(=O)N(c2ncccn2)C1c1ccc(Cl)cc1)c1ccco1 (stereo unspecified)
14	O=C(CNS(=O)(=O)c1ccc(Cl)c(C(F)(F)F)c1)NC1CCCCCC1
15	O=C(Nc1cccc(-c2nc3ncccc3o2)c1)c1sc2cc(Cl)ccc2c1Cl
16	COc1ccc(-n2c(C)cc(/C=C/c3nc(O)c([N+](=O)[O-])c(=O)[nH]3)c2C)cc1
17	N#CCCn1c(=O)c(-c2ccc(F)cc2)nc2cnc(Oc3ccccc3)nc21
18	COc1ccc2c(Sc3ccc(C)cc3)c(C(=O)NCC(C)c3ccccc3)[nH]c2c1 (stereo unspecified)
assay / compound | 13 | 14 | 15 | 16 | 17 | 18
DT40 TDP1 no CPT | -5.8% | -20.5% | u | -9.0% | -18.7% | u
GCN5L2 inh | u | -1.6% | 3.0% | -4.6% | u | -9.3%
TDP1 inh | 11.8% | -0.5% | 1.9% | u | x | 11.4%

19	CCOC(=O)N1CCN(Cc2cc(Cl)c3cccnc3c2O)CC1
20	Cc1ccc(C(=O)COC(=O)c2ccncc2)cc1[N+](=O)[O-]
21	COc1ccc(-c2ccc(=O)n(CC(=O)Nc3ccc(C(=O)NC4CC4)cc3)n2)cc1OC
22	CCOc1ccccc1NC(=O)c1ccc(S(=O)(=O)N2CCOCC2)cc1
23	O=C(Nc1ccccc1)c1nc[nH]c1C(=O)N1CCc2ccccc2C1
24	Cc1ccc(OCCCCN2CCc3ccccc3C2)c(C)c1
assay / compound | 19 | 20 | 21 | 22 | 23 | 24
DT40 TDP1 no CPT | 0.461µM* | u | -3.9% | 0.3% | -6.8% | u
GCN5L2 inh | -4.8% | -2.1% | -6.1% | -1.8% | -0.1% | -9.3%
TDP1 inh | 2.6% | -2.4% | 5.0% | -0.9% | -0.2% | x

25	CCN(CC)S(=O)(=O)c1nnc(NC(=O)c2ccco2)s1
26	COC(=O)c1nc2ccccn2c1F
27	O=C(Nc1ccccc1N1CCOCC1)c1cccc(S(=O)(=O)N2CCOCC2)c1
28	O=S(=O)(NC1CCCCC1)c1ccc(Br)cc1
29	CCNC(=O)CSc1nc2cc(S(=O)(=O)Nc3ccc(OC)cc3)ccc2o1
30	CCOC(=O)c1cnc2ccc(OC)cc2c1NCCN1CCOCC1
assay / compound | 25 | 26 | 27 | 28 | 29 | 30
DT40 TDP1 no CPT | -1.4% | 5.1% | -9.2% | -29.1% | -8.4% | u
GCN5L2 inh | -1.3% | -6.1% | 0.8% | -0.6% | -10.3% | -11.1%
TDP1 inh | x | 2.6% | 2.3% | -2.3% | -2.1% | 6.0%

31	CCC(=O)Oc1c(S(=O)(=O)c2ccc(C)cc2)c(C)nn1C(C)(C)C
32	Cc1ccc(OCC(=O)Nc2sc3c(c2C#N)CCC3)cc1
33	C=CCOc1ccccc1CNCCc1ccc(S(N)(=O)=O)cc1
34	Cc1nc2ccc3nc(NC(=O)c4ccc(S(=O)(=O)N5CCOCC5)cc4)sc3c2s1
35	CCCCC12CN3CCN(CC(C3)/C1=N\NC(=O)c1ccccc1N)C2
36	CCn1c(=S)sc2c(=O)[nH]c(C)nc21
assay / compound | 31 | 32 | 33 | 34 | 35 | 36
DT40 TDP1 no CPT | -11.8% | -15.2% | -19.0% | -8.1% | -17.0% | -10.9%
GCN5L2 inh | 0.5% | -4.5% | -4.0% | -13.4% | -4.5% | -7.2%
TDP1 inh | 4.0% | 2.0% | 3.5% | 5.2% | 2.7% | 2.6%

37	N#C/C(=C\c1cccs1)C(=O)NCc1cccnc1
38	CCc1ccccc1NC(=O)Cn1c(=O)n(CCCCCC(=O)NCc2ccc(C)cc2)c(=O)c2sccc21
39	CCCCN(C(=O)CSCC(=O)Nc1ccc(OC)cc1)c1c(N)n(Cc2ccccc2)c(=O)[nH]c1=O
40	Cc1ccc(C(=O)C(C)N2C(=O)NC(C)(c3ccccc3)C2=O)cc1 (stereo unspecified)
41	CCOc1ccc(-c2cc(CCCC(=O)NCc3cccnc3)no2)cc1
42	Cn1cnc2cc(NS(=O)(=O)c3ccc(Br)cc3)ccc21
assay / compound | 37 | 38 | 39 | 40 | 41 | 42
DT40 TDP1 no CPT | 12.6% | u | 0.1% | u | 20.6µM* | u
GCN5L2 inh | -3.7% | -3.4% | -0.6% | -2.3% | 1.8% | x
TDP1 inh | 3.4% | 0.0% | x | 6.0% | 2.6% | 3.1%

43	COc1ccc(-c2nc(CS(=O)CC(=O)NC3CCCCC3C)c(C)o2)cc1 (stereo unspecified)
44	Cc1ccc2cc(CN(C(=O)c3ccco3)c3ccccc3)c(=O)[nH]c2c1
45	C[C@@H](NC(=O)c1nc[nH]c1C(=O)NCC(=O)OC(C)(C)C)c1ccccc1
46	O=C(O)c1ccc(COc2ccc3c(c2)CCC3)cc1
47	Cc1cnc(CNc2ccnc(-c3ccccc3C(F)(F)F)n2)cn1
48	O=C(COc1cccc2ccccc12)Nc1nc2ccccc2[nH]1
assay / compound | 43 | 44 | 45 | 46 | 47 | 48
DT40 TDP1 no CPT | 3.7% | -52.2% | -27.3% | 11.0% | -1.8% | u
GCN5L2 inh | -2.9% | -7.4% | -6.4% | -1.6% | -0.7% | 1.8%
TDP1 inh | -0.1% | 8.8% | x | -1.4% | x | 7.1%

Single records (already shown). Values in the order: DT40 TDP1 no CPT | GCN5L2 inh | TDP1 inh
C[C@@H](NC(=O)c1nc[nH]c1C(=O)NCC(=O)OC(C)(C)C)c1ccccc1 reads -27.3% | -6.4% | x
O=C(COc1cccc2ccccc12)Nc1nc2ccccc2[nH]1 reads u | 1.8% | 7.1%
O=C(O)c1ccc(COc2ccc3c(c2)CCC3)cc1 reads 11.0% | -1.6% | -1.4%

Part of the list above, as labelled records:
43. COc1ccc(-c2nc(CS(=O)CC(=O)NC3CCCCC3C)c(C)o2)cc1 (stereo unspecified)
- DT40 TDP1 no CPT: 3.7%
- GCN5L2 inh: -2.9%
- TDP1 inh: -0.1%
44. Cc1ccc2cc(CN(C(=O)c3ccco3)c3ccccc3)c(=O)[nH]c2c1
- DT40 TDP1 no CPT: -52.2%
- GCN5L2 inh: -7.4%
- TDP1 inh: 8.8%

Later entries:
49	Cc1ccccc1-c1cccc([C@@H]2C[C@H]3CN(Cc4cccnc4)C(=O)[C@]34CCCN24)c1
50	CCOC(=O)C1CCN(C(=O)C2CCN(S(=O)(=O)c3ccc4ccccc4c3)CC2)CC1
51	CCOC(=O)C1CCN(S(=O)(=O)c2cccc(-c3cn4ccccc4n3)c2)CC1
52	COc1ccc(CCNC(=O)CC(Cc2ccccc2)C(=O)O)cc1OC (stereo unspecified)
53	Cc1[nH]c(C)c(S(=O)(=O)Nc2cccc(Cl)c2C)c1C(=O)N1CCCC1
54	CCOC(=O)c1c(-c2ccc(F)cc2)csc1NC(=O)c1c(-c2ccccc2)noc1C
assay / compound | 49 | 50 | 51 | 52 | 53 | 54
DT40 TDP1 no CPT | 18.4µM* | -25.6% | u | 7.5% | -8.8% | 20.6µM*
GCN5L2 inh | -0.9% | -2.1% | -4.1% | 2.2% | 0.9% | -7.3%
TDP1 inh | x | 4.0% | 7.8% | x | 0.5% | 3.2%

55	O=C(CN1CCN(c2ccc(Cl)cc2)CC1)Nc1ccc(Cl)c(C(F)(F)F)c1
56	COc1ccc(N2C(=O)C(CC(=O)O)S/C2=C\C(C)=O)cc1 (stereo unspecified)
57	CCOC(=O)C1(N(CC)CC)Sc2cc(C)ccc2NC1=O (stereo unspecified)
58	COc1ccccc1NS(=O)(=O)c1ccc(Cl)c(NC(=O)c2sc3cc(Cl)ccc3c2Cl)c1
59	C=C(C)CSc1nnc(CCCCCNC(=O)OC(C)(C)C)o1
60	C/C(O)=c1/cnc2nc3ccccc3n2c1=O
assay / compound | 55 | 56 | 57 | 58 | 59 | 60
DT40 TDP1 no CPT | 16.4µM* | 2.0% | 18.4µM* | -26.0% | u | -1.6%
GCN5L2 inh | -4.5% | -6.8% | -10.5% | -12.4% | -2.8% | -17.0%
TDP1 inh | 3.8% | 3.9% | 1.9% | 0.0% | x | 2.7%

61	COCCn1c(SCC(=O)Nc2ccc(C(N)=O)cc2)nc2c([nH]c3ccccc32)c1=O
62	O=C(NCC1CCCO1)c1ccc2c(c1)N(Cc1ccccc1)C(=O)CS2 (stereo unspecified)
63	CC(C)Cc1ccc(/C=C/C(=O)N2CCOCC2)cc1
64	C/C(=N\NC(=O)CCCOc1ccc(Cl)cc1C)c1ccc(C)o1
65	O=C(COC(=O)c1nsc(Cl)c1Cl)NC1CCCC1
66	Cc1cc(C)cc(NC(=O)Cn2c(=O)n(Cc3ccco3)c(=O)c3oc4ccccc4c32)c1
assay / compound | 61 | 62 | 63 | 64 | 65 | 66
DT40 TDP1 no CPT | 16.2% | -9.6% | u | u | 0.0% | -34.0%
GCN5L2 inh | -17.7% | -2.6% | -4.9% | 1.3% | -2.3% | 2.4%
TDP1 inh | u | 0.1% | 1.3% | -5.3% | 2.8% | 0.0%

67	O=C(CCCc1ccccc1)NCc1ccccc1
68	O=c1cc(CO)oc(CN2CCN(Cc3ccccc3)CC2)c1O
69	COc1ccc(NC(=O)c2oc3ccc(S(=O)(=O)N4CCOCC4)cc3c2C)cc1
70	CCCn1c(=O)c2c(nc3n2CC(C)CN3Cc2ccccc2)n(C)c1=O (stereo unspecified)
71	O=C(Nc1ccccc1)Nc1cccc2ccccc12
72	COc1ccccc1NC(=O)N1CCCC1C(=O)NCc1ccccc1F (stereo unspecified)
assay / compound | 67 | 68 | 69 | 70 | 71 | 72
DT40 TDP1 no CPT | x | -3.7% | 10.3µM* | u | u | -5.9%
GCN5L2 inh | -0.5% | -3.7% | -9.5%&-10.3% | -6.9% | 1.1% | -9.3%
TDP1 inh | -2.6% | 0.0% | 1.1%&10.4% | 7.0% | -2.6% | 4.8%

73	NC(=O)c1ccc(-n2nnnc2Oc2ccc(Br)cc2)cc1
74	COc1ccc(C(=O)N2CCN(Cc3ccc4c(c3)OCO4)CC2)cc1OC
75	CCOC(=O)CC1C(=O)NCCN1C(=O)c1ccc(F)cc1F (stereo unspecified)
76	COc1ccc(S(=O)(=O)N(CC(=O)NCCSc2ccccn2)c2ccccc2)cc1
assay / compound | 73 | 74 | 75 | 76
DT40 TDP1 no CPT | -9.0% | u | -3.8% | u
GCN5L2 inh | -10.9% | 1.9% | 0.3% | 1.2%
TDP1 inh | 5.1% | x | 7.8% | x
